HePTP inh – inhibitors of human HePTP phosphatase, primary screen, biochemical, absorbance, leukemia target | Tyrosine-protein phosphatase non-receptor type 7 (Homo sapiens), P35236 | recombinant HePTP phosphatase activity, OD absorbance | inhibition, % at 20 µM | hit rate 0.64% among 110,000 | AID 521, 2006; in the data active = inhibition above about 50%;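 also: plate controls were vehicle for no effect and reference inhibitor for full effect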
BAP1 block – inhibitors of BAP1 deubiquitinase, primary screen, biochemical, Ub-AMC fluorescence, kinetic; recombinant BAP1, Ub-AMC hydrolysis fluorescence kinetic; active compounds read low; activity remaining (% of control), % at 20 µM; hit rate 0.48% among 72,000;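 active = activity remaining at or below 50% of control, provided the compound also passes the data quality filters; inactive = the rest, including low values that fail the filters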;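 also: 100% = DMSO wells rate and 0% = substrate alone blank rate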
Target sequence (Q92560 whole entry, looked up): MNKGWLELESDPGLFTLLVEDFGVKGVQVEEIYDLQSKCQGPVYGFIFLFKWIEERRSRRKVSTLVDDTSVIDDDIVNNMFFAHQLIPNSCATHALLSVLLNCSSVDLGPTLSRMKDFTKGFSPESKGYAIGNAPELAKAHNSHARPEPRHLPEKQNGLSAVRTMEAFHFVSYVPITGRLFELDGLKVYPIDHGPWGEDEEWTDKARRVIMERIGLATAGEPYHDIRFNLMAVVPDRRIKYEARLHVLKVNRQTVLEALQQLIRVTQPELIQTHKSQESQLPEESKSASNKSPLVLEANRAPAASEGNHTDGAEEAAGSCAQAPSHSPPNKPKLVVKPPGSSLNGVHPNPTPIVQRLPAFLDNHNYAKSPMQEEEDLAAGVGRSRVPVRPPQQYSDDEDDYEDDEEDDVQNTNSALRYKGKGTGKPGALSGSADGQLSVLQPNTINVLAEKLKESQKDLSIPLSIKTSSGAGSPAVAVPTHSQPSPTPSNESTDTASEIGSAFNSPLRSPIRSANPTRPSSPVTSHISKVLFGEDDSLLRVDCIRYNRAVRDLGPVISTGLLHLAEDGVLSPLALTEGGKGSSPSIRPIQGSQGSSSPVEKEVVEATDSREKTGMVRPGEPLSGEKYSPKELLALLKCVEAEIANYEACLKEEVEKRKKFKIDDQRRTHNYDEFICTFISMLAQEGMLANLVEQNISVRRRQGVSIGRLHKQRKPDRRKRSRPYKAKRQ
* marks the source's active call; other numbers are inactive results; . = not tested or not shown; & = joins results of further samples.

HePTP inh | BAP1 block | Structure
-9 | . | C/C(=N/NC(=O)c1ccc2c(c1)OCO2)c1ccc(Br)s1
78* | . | O=C1C(=Cc2ccc(I)o2)C(=O)c2ccccc21
8 | . | O=C(Nc1ccc(NC(=O)c2cc3ccccc3o2)cc1)c1cccc(Cl)c1
2 | . | CCC(=O)Nc1ccc(O)c(-c2nc3cc(C)c(C)cc3o2)c1
10 | 121 | O=P(OC1CCS(=O)(=O)C1)(c1ccccc1)c1ccccc1 (configuration not stated)
1 | 65 | O=C(Nc1ncc(Br)s1)C(Cc1ccccc1)n1cccc1 (configuration not stated)
6 | . | CC(C)(C)c1ccc(S(=O)(=O)Nc2cc(Cl)ccc2Cl)cc1
-12 | 90 | Cc1cc(NC(=O)CSc2ccc3nnc(-c4cccnc4)n3n2)no1
0 | 147 | CCOC(=O)N1CCN(C(=O)c2ccc(C#CC3(O)CCCCC3)cc2)CC1
. | 65 | O=C(Nc1nnc(CCS(=O)(=O)c2ccc3ccccc3c2)s1)c1ccc(F)cc1
7 | 61 | COc1cc(NC(=O)c2cccs2)c(OC)cc1NC(=O)c1ccco1
-3 | . | O=C(NN1C(=O)/C(=C/c2c(Cl)cccc2Cl)SC1=S)c1ccncc1
. | 93 | CCOC(=O)c1[nH]c(C(=O)O)c(CCC(=O)OC)c1C
3 | 66 | Cc1c(C(=O)Nc2ccccc2)oc2c1C(=O)CC(C)(C)C2
7 | 82 | C/C(=C(\C#N)C(=O)NCCN1CCOCC1)N(C)C
-1 | . | O=C(NCCCNc1ccc(Cl)cc1[N+](=O)[O-])c1ccccc1F
-6 | . | COc1ccc2c(c1)N(S(=O)(=O)c1ccc(NC(C)=O)cc1)C(C)(C)C=C2C
3 | 86 | Cc1ccc2cccc(Oc3nnnn3-c3ccccc3)c2n1
4 | . | CC(=O)c1cccc(NC(=O)c2ccc(OCc3ccccc3)cc2)c1
2 | 51 | Clc1ccc(OCc2nnc(-c3ccccc3Br)o2)cc1

New compounds follow
HePTP inh | BAP1 block | Structure
12 | . | O=C(O)CCc1ccc(-c2ccc(Br)cc2)n1Cc1ccco1
12 | 92 | O=C(CCN1C(=O)COc2ccccc21)NCCCN1CCN(c2ccccc2F)CC1
-1 | 85 | COc1cccc(CN2CCN(C(=O)c3cccc(F)c3)CC2)c1
9 | 89 | CCCCn1c(SCC(=O)N2CCCC2)nc2c1c(=O)n(C)c(=O)n2C
-5 | . | COc1cccc(C2=NN(C(=O)Cc3ccccc3)C(O)(C(F)(F)F)C2)c1 (configuration not stated)
-9 | 96 | CCn1c(COc2ccc(C)cc2)nnc1SCC(=O)Nc1ccc(S(N)(=O)=O)cc1
7&2 | 103 | CCOc1ccc(N(CC(=O)NCc2ccco2)S(C)(=O)=O)cc1
-1 | . | CCOC(=O)c1c(NC(=O)c2ccc(-c3ccc([N+](=O)[O-])cc3)o2)sc2c1CCCC2
-1 | 91 | COc1ccc(C)cc1NC(=O)c1cc2c(CO)cnc(C)c2oc1=N
7 | . | CCCC(=O)Nc1cc(C)c(NC(=O)Cc2ccccc2)cn1
15 | 95 | CCOC(=O)c1c(C)oc2c1c(C=NCc1ccccn1)c(O)c1ccccc12
. | 117 | CC1=C(C(=O)OCCC(C)C)C(c2ccccc2Cl)NC(=O)N1 (configuration not stated)
-11 | . | CCOC(=O)c1ccc(NC(=O)CC)cc1
1 | . | COc1cc(/C=N\NC(=O)c2c(C)nc3sccn23)ccc1O
6 | . | COc1ccc(C2Nc3ccc(Br)cc3C(c3ccccc3)N2CC(=O)O)cc1 (configuration not stated)
-6 | . | CCCCCC(=O)NNS(=O)(=O)c1ccc(Cl)cc1
-4 | 92 | Cc1onc(-c2ccccc2Cl)c1C(=O)NCC1CCCO1 (configuration not stated)
8 | 109 | Oc1c(CN2CCOCC2)cc(COCc2ccccc2)c2cccnc12
3 | 77 | CCOc1cc(-c2cc(-c3ccc(N)cc3)nc(N)c2C#N)ccc1O
-14 | . | CC(C)(C)c1nc(Cc2ccc([N+](=O)[O-])cc2)no1

Continued:
HePTP inh | BAP1 block | Structure
-4 | 109 | CC(C)Oc1ccccc1C1CC(=O)Nc2cc3c(cc21)OCCO3 (configuration not stated)
4 | 99 | Cc1cccc(OCCCC(=O)Nc2ccc3c(c2)OCO3)c1
. | 102 | CC(=O)NC(CCS(C)(=O)=O)C(=O)Nc1cccc(C(C)=O)c1 (configuration not stated)
-6 | . | CCOc1cc(/C=C2\C(=O)ON=C2C)ccc1O
-5 | 95 | Cc1cc(C)n(-c2ccc(C(=O)Nc3ccc(S(=O)(=O)NCc4ccco4)cc3)cc2)n1
6 | . | C=CCc1ccccc1OCC(=O)N/N=C/c1cccc(I)c1
-2 | 52 | O=C(CN1C(=O)C2CCCN2c2ncc(Cl)cc21)NCc1ccc2c(c1)OCO2 (configuration not stated)
-12 | 103 | CC(=O)NC(CC(C)C)C(=O)NC(Cc1ccccc1)C(N)=O (configuration not stated)
1 | 96 | CC1Cn2c(COc3ccccc3)nnc2S1 (configuration not stated)
5 | 113 | O=C(NCc1cn2ccccc2n1)c1ccccc1
1 | 97 | O=C(C1CCCCC1)N1CCN(C(=O)C2CCCCC2)CC1
. | 93 | Cc1ccc(C)c(NS(=O)(=O)c2ccc(Cl)cc2[N+](=O)[O-])c1
5 | . | Cc1ccc2c(Cl)c(C(=O)NCc3ccncc3)sc2c1
9 | 91 | Cc1nnc(NC(=O)Cc2ccc(OCc3c(C)noc3C)cc2)s1
10 | . | Cc1ccccc1CNC(=O)c1ccccc1
2 | 106&76 | CCCOc1ccc(N)cc1N
13 | 58 | CCOC(=O)CNC(=O)CSc1nc(NCc2ccccc2)nc(N(C)C)n1
103* | . | CC1CCN(C(=O)c2ccccc2NC(=O)c2ccco2)CC1
-8 | . | C=CCNC(=O)C(=O)N/N=C/c1cccc(Br)c1
5 | 100 | O=C(CC1COc2ccccc2O1)Nc1ccccn1 (configuration not stated)

(listing goes on)
HePTP inh | BAP1 block | Structure
2 | 104 | CCOC(=O)CCn1nc(-c2ccc(Cl)cc2)cc1N
0 | 89 | Oc1ccc2[nH]ccc2c1
4 | 71 | CCCCc1nnc(NC(=O)C=C(C)C)s1
5 | . | O=C(CCc1ccccc1)Nc1ccc(Cl)cc1
6 | 72 | CC(=O)Nc1ccc(N2CCN(Cc3ccccc3F)CC2)cc1
0 | 122 | Cc1ccc2cc3cc(C(=O)N4CCN(C(=O)c5ccco5)CC4)sc3nc2c1
3 | . | CC1=C(C)C(O)N(C(C)(C)c2cc(Cl)cc(Cl)c2)C1=O (configuration not stated)
6 | . | COc1ccccc1/C=C1/SC(=S)N(CCC(=O)Nc2c(C)n(C)n(-c3ccccc3)c2=O)C1=O
10 | . | COC(=O)C1=C(N)OC2=C(C(=O)CCC2)C1c1ccc(OC)cc1 (configuration not stated)
7 | 54 | O=C(c1ccc(Cn2c(=O)[nH]c3ccccc3c2=O)cc1)N1CCN(c2ccc(Cl)cc2)CC1
1 | 74 | CC(=O)Nc1ccc(OC(=O)c2cccnc2)cc1
70* | . | O=C1N=c2ccccc2=C1c1sc(=S)[nH]c1O
6 | . | O=C(CCC1CCCC1)Nc1nc(-c2ccc(Cl)cc2)cs1
-17 | . | CC(C)(C)C(C)(O)C#CCN1CCOCC1 (configuration not stated)
6 | . | O=C(CCCC(=O)OCC(F)(F)C(F)F)Nc1cccc(F)c1
-3 | . | COc1ccc(/C(N)=N/OC(=O)c2ccccc2I)cc1OC
8 | 96 | O=C(Cn1ncc2ccccc21)N1CCc2ccccc21
-5 | . | Cc1cc(NC(=O)c2ccc(S(=O)(=O)N3CCOCC3)cc2)nc2c1c(=O)oc1ccccc12
-6 | . | COc1ccc(-c2ccc(-c3nnc(-c4ccc([N+](=O)[O-])cc4)o3)cc2)cc1
-4&8 | 101 | Cc1cccc(C(=O)NC2CC(C)(C)NC(C)(C)C2)c1

Next results
HePTP inh | BAP1 block | Structure
-12 | 97 | CCOC(=O)C1CCCN(C(=O)CN2C(=O)c3ccccc3C2=O)C1 (configuration not stated)
0 | . | COc1ccccc1OCCOc1ccc(Br)cc1/C=c1\sc2nc3ccccc3n2c1=O
3 | 79 | Cc1cc(C)n(-c2ccc(C(=O)Nc3ccccn3)cc2)n1
-1 | . | CCN1C(=O)/C(=C/c2ccc(I)cc2)SC1=S
. | 107 | COC(=O)c1cccc(C(=O)Nc2ccc(I)cc2)n1
1 | 98 | Cc1nn(C)c(C)c1S(=O)(=O)N1CCC(C(=O)NC2CCCCC2)CC1
7 | 105 | Cn1c(Cn2cnc(Cl)c2Cl)nc2ccccc21
. | 94 | O=C1OC(N2CCN(Cc3ccccc3)CC2)c2ccccc21 (configuration not stated)
5 | 76 | O=C(Nc1sccc1C(=O)NCc1ccco1)c1cccnc1
10 | 118 | CCOC(=O)N1CCC(NC(=O)c2cccn3c(=O)c4cc(Br)ccc4nc23)CC1
-1 | . | Cc1ccc(N2C(=O)NC(=O)/C(=C\c3ccc(N4CCOCC4)o3)C2=O)cc1
. | 50 | Cc1c(NC(=O)c2ccc([N+](=O)[O-])o2)cccc1-c1nc2ccccc2o1
3 | 96 | O=C1c2ccccc2-c2c1nc1c([n+]2[O-])CCCC1
-4 | 102 | CC(C)CCn1c(N2CCOCC2)nc2c1c(=O)n(CC(N)=O)c(=O)n2C
7 | . | CCNC(=NCCc1ccccc1)SC1CC(=O)N(c2ccccc2)C1=O (configuration not stated)
4 | . | O=C(NCC1COc2ccccc2O1)C1C2C=CC3(CN(Cc4ccccc4Cl)C(=O)C13)O2 (configuration not stated)
-9 | 92 | O=C(NCc1ccccc1)c1cc(-c2cccc(O)c2)on1
2 | 70 | CCOc1ccc(C2C=C(c3ccccc3)Nc3nnnn32)cc1 (configuration not stated)
-6 | . | CCc1ccc(CN2CCN(C(=O)c3cc(OC)cc(OC)c3)CC2)cc1
-10 | . | Cc1ccc(-n2nc3cc(C)c(NC(=O)/C=C/c4cccc([N+](=O)[O-])c4)cc3n2)cc1

3 entries already listed, sorted by the number in HePTP inh, low to high.
| structure | HePTP inh |
| --- | --- |
| Cc1ccc(-n2nc3cc(C)c(NC(=O)/C=C/c4cccc([N+](=O)[O-])c4)cc3n2)cc1 | -10 |
| O=C(NCc1ccccc1)c1cc(-c2cccc(O)c2)on1 | -9 |
| COc1ccccc1OCCOc1ccc(Br)cc1/C=c1\sc2nc3ccccc3n2c1=O | 0 |

Further compounds follow:
HePTP inh | BAP1 block | Structure
-1 | . | CCSc1nnc(NC(=O)c2cccc([N+](=O)[O-])c2)s1
9 | 66 | CS(=O)(=O)NCCC1=CCCCC1
10 | 80 | CC(=O)N(C)c1ccc(NC(=O)c2ccco2)cc1
0 | . | O=C(/C=C/c1ccco1)Nc1ccc2c(c1)OCCO2
5 | 102 | CCOc1ccccc1OCCCC(=O)NC1=NCCS1
14 | . | Cc1ccc(C2(c3ccc(C)cc3)CC2C(=O)Nc2ccccc2[N+](=O)[O-])cc1 (configuration not stated)
-3 | 111 | CC1CC(C)CN(CCCNC(=O)C2CCC(=O)N2C2CCCC2)C1 (configuration not stated)
3 | . | COCCOC(=O)C1=C(C)NC(=O)CC1c1c(F)cccc1Cl (configuration not stated)
2 | . | CC(=O)Nc1ccc(C2NN=C(c3ccc(C)cc3)S2)cc1 (configuration not stated)
8 | 104 | CSCCC(NC(=O)c1ccco1)C(=O)OC(C)C(=O)NC(=O)NC1CCCCC1 (configuration not stated)
8&7 | 87 | COc1cccc(C2NC(=O)NC(C)=C2C(=O)OCCSC)c1OC (configuration not stated)
-4 | . | Cc1c(C)c2ccc(OC(C)C)c(C)c2oc1=O
3 | . | COc1ccc(/C=N/N2CCN(Cc3ccc(Cl)cc3)CC2)cc1OCc1ccccc1
7 | 105 | O=C(NCn1ccc(=O)[nH]c1=S)c1ccccc1
0 | . | O=C(Cc1ccccc1)Nc1ccc(N2CCCCC2)cc1
6 | 128 | Cc1nc(-c2ccccc2)nc2[nH]c(=O)n(-c3ccccc3)c(=O)c12
7 | . | Cc1cc(C)c(NC(=O)c2cccs2)c(C)c1NC(=O)c1cccs1
8 | 86 | O=C(NC1CCCC1)C1CC(c2ccc(F)cc2)=NO1 (configuration not stated)
-3 | 97 | O=C1C(C=Nc2ccccc2O)=C(O)c2ccccc21

Structures shown so far containing a nitro group on carbon:
HePTP inh | BAP1 block | Structure
-1 | . | O=C(NCCCNc1ccc(Cl)cc1[N+](=O)[O-])c1ccccc1F
-1 | . | CCOC(=O)c1c(NC(=O)c2ccc(-c3ccc([N+](=O)[O-])cc3)o2)sc2c1CCCC2
-14 | . | CC(C)(C)c1nc(Cc2ccc([N+](=O)[O-])cc2)no1
. | 93 | Cc1ccc(C)c(NS(=O)(=O)c2ccc(Cl)cc2[N+](=O)[O-])c1
-6 | . | COc1ccc(-c2ccc(-c3nnc(-c4ccc([N+](=O)[O-])cc4)o3)cc2)cc1
. | 50 | Cc1c(NC(=O)c2ccc([N+](=O)[O-])o2)cccc1-c1nc2ccccc2o1
-10 | . | Cc1ccc(-n2nc3cc(C)c(NC(=O)/C=C/c4cccc([N+](=O)[O-])c4)cc3n2)cc1
-1 | . | CCSc1nnc(NC(=O)c2cccc([N+](=O)[O-])c2)s1
14 | . | Cc1ccc(C2(c3ccc(C)cc3)CC2C(=O)Nc2ccccc2[N+](=O)[O-])cc1 (configuration not stated)

Compound activity as filed in PubChem BioAssay.
